Source: PubChem BioAssay (National Center for Advancing Translational Sciences (NCATS))
G9a block = blocks human histone lysine methyltransferase G9a; 8.8% of 350,000 active; AID 504332; Q96KQ7; G9a H3K9 monomethylation, AlphaScreen, 2 h; Potency, µM (series often up to 102 µM), for the others: at the highest dose activity, negative = inhibition, usual class: inhibitors; further: on the % scale 0 is the no-effect control and ±100 the full control effect; nearly all actives have a fitted effect of over 75% in size
Target sequence (Q96KQ7 913-1193 limits assumed): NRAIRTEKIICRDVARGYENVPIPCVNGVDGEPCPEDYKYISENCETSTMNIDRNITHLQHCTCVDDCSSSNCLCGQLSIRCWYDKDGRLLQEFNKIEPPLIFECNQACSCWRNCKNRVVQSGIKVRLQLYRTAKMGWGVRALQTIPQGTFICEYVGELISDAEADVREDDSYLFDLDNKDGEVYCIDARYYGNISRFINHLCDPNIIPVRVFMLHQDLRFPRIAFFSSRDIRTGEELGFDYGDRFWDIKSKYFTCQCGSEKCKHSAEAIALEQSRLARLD
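Quantitative HTS format: methyltransferase activity on a biotin-tagged H3K9 peptide is measured by AlphaScreen, using a rabbit anti-monomethyl-H3K9 antibody with streptavidin donor and anti-IgG acceptor beads. Final levels are 20 nM enzyme, 500 nM peptide, 20 uM SAM; 2 h RT.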
JMJD2A Tudor = blocks the human JMJD2A Tudor domain; O75164; AlphaScreen JMJD2A-Tudor / H3K4me3 peptide binding; Potency, µM (titrated, usually from 114 µM), for inactives: at the top dose activity change, negative = inhibition, hits mostly inhibitors; 4.4% of 390,000 active; AID 504339; further: on the % scale 0 is the no-effect control and ±100 the full control effect; nearly all actives have a fitted effect of over 50% in size
HP1b binding inh = inhibitors of HP1-beta chromodomain binding to methylated histone tails. Potency, µM (series often up to 114 µM), inactives show at the highest dose activity change, negative = inhibition, actives largely listed as inhibitors. 0.56% of 390,000 active. AlphaScreen HP1-beta / biotin-H3K9me3 peptide binding. AID 540317; further: nearly all actives have a fitted effect of over 70% in size; inactives centre near 23
Target sequence (P83916 whole entry, looked up): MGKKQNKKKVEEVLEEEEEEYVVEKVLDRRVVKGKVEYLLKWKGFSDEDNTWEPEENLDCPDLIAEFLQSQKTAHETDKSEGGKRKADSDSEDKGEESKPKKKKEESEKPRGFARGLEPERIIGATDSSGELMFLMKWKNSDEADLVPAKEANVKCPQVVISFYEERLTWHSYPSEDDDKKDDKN
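AlphaScreen: HP1-beta (50 nM) preformed 30 min with biotin-H3(1-18)K9me3 peptide (50 nM) in PBS pH 7.4, 0.01% Tween-20. Compound added for 30 min at RT, then streptavidin donor/nickel chelate acceptor beads (10 ug/mL) for 30 min.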
Tb PGK inh = inhibitors of T. brucei phosphoglycerate kinase | P07378 | PGK/GAPDH coupled, Kinase-Glo luminescence, 60 min | Potency, µM (series often up to 57.5 µM), for inactives: at the highest dose activity change, negative = inhibition, usual class: inhibitors | 0.043% of 380,000 active | AID 602233; further: on the % scale 0 is the no-effect control and ±100 the full control effect; nearly all actives have a fitted effect of over 60% in size
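Recombinant glycosomal PGK reaction used 1,3-bisphosphoglycerate generated in-well by GAPDH (100nM final) in 100mM TEA pH 7.6, 5mM MgCl2, 0.01% Tween-20. After 60 minutes at room temperature, ATP was read by Kinase-Glo Plus luminescence end-point.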
Pol iota inh = inhibitors of human DNA polymerase iota | Q9UNA4 | Pol iota fluorescent replication assay, 10 min | Potency, µM (series often up to 115 µM), for inactives: at the top dose activity, negative = inhibition, hits mostly inhibitors | 1% of 390,000 active
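Pol iota at 10 nM preincubated 15 min with compounds at room temperature; reaction started with fluorescent substrate, 50 nM final. Fluorescence read kinetically at 0 and 10 min; buffer-only wells as negative control.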
BAZ2B block = blocks human BAZ2B. Q9UIF8. AlphaScreen BAZ2B-H3K14Ac peptide displacement. Potency, µM (highest dose often 114 µM), for inactives: top-dose activity change, negative = inhibition, actives largely listed as inhibitors. 4.4% of 360,000 active. AID 504333; further: on the % scale 0 is the no-effect control and ±100 the full control effect; nearly all actives have a fitted effect of over 60% in size
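Complex of BAZ2B and biotin-H3K14Ac (50 nM apiece) forms over 30 min at RT, then faces library compounds up to 110 uM for another 30 min; AlphaScreen beads added, 20 min dark incubation, luminescence read.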
Pin1 inh = blocks the human prolyl isomerase Pin1. Pin1 FP peptide displacement, HiFluor488, 10 min. Potency, µM (titrated, usually from 115 µM), without a hit: at the top dose activity, negative = inhibition, usual class: inhibitors. Q13526. 0.009% of 390,000 active; active means well fitted inhibition curve with a large enough effect in the polarisation, with a control signal flat, not every such curve was filed as active; inconclusive means small, poorly fitted or top-dose-only effect, or effect the other way, or a change in a side signal; inactive means no such curve, though single readings can be large or run the other way; the % refers to the polarisation; further: on the % scale 0 is the no-effect control and ±100 the full control effect
Target sequence (Q13526 whole entry, looked up): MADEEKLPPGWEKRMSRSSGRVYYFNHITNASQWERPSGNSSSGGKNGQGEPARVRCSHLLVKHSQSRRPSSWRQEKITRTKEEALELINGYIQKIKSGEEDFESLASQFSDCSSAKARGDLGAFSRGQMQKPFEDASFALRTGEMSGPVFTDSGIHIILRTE
GLS inh = inhibitors of human glutaminase (GLS) | O94925 | GLS enzymatic activity, qHTS titration | Potency, µM (series often up to 45.5 µM), without a hit: at the top dose activity change, negative = inhibition, actives largely listed as inhibitors | 0.21% of 410,000 active; further: on the % scale 0 is the no-effect control and ±100 the full control effect
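Assay buffer: 45 mM KH2PO4 pH 8.2, 0.02% Tween-20. hKGA acts on L-glutamine (1 mM solution added); product glutamate is reported by an oxidase/peroxidase Amplex Red coupling, with fluorescence taken at baseline and 30 min.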
BLM inh = blocks DNA unwinding by human BLM helicase | P54132 | recombinant BLM DNA unwinding, fluorescence dequenching | Potency, µM (series often up to 56.1 µM), without a hit: top-dose activity change, negative = inhibition, actives largely listed as inhibitors | 0.2% of 350,000 active | AID 2528;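 further: plate controls were vehicle for no effect and no enzyme for full effect; nearly all actives have a fitted effect of over 35% in size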
The depositor's hits bear a star; i = inactive; ? = inconclusive; · = not tested or not shown; & = joins results of further samples; [ ] = dose if it differs, or a comment. Unless noted, the call rests on the fitted dose curve; in most records, active means well fitted curve in the direction sought with a large enough effect; inconclusive means small, poorly fitted or top-dose-only effect, or another doubt; inactive means no such curve, though single readings can be large; an effect the other way counts as inactive or inconclusive. Potency means the concentration at half of the fitted maximal effect. A portion of the library (hit frequency here may not be typical).

SMILES	G9a block	JMJD2A Tudor	HP1b binding inh	Tb PGK inh	Pol iota inh	BAZ2B block	Pin1 inh	GLS inh	BLM inh
Cc1ccc(NC(=O)NC2CCN(S(=O)(=O)c3ccc(F)cc3)CC2)cc1	6%[59 µM]	?	29%	5%	34%[activator]	-6%	0%	16%	-1%
Cc1ccc(NC(=O)NCCSc2ccc(C)cc2)cc1	-16%	-15%	33%	0%	-4%	-8%	1%	-34%	-4%
CSc1ccc(/C=C2\CCn3c2nc2cc(C(=O)O)ccc2c3=O)cc1	?	?	8%	-16%	92%[activator]	-30%	?	98%[activator]	-2%
CC(=O)NCCc1c[nH]c2ccc(OCc3ccccc3)cc12	·	-34%	9%	-1%	-26%	·	0%	18%	·
O=C(Nc1cc(-c2nc3ccccc3s2)ccc1Cl)c1ccc2c(c1)OCO2	21%	-5%	45%[activator]	i	-3%	?	10%	-8%	-2%
CCCS(=O)(=O)c1nc(C)cc(C)c1S(C)(=O)=O	-5%	0%	33%	i	55%[activator]	2%	7%	-3%	-7%
Cc1c(CNC(=O)C2CC2)c(-n2cccc2)n(Cc2ccccc2)c1C	25%	-10%	38%	-11%	0%	-1%	2%	-1%	1%
CCCCn1c(N)c(N(CC)C(=O)c2cc(CC)c(C)s2)c(=O)[nH]c1=O	-34%	-10%	41%[activator]	1%	28%	-2%	5%	2%	·
CC(Sc1nc(N)cc(=O)[nH]1)C(=O)N1CCOCC1 (stereo not given)	4%	-10%	26%	0%	?	9%	4%	2%	·
CC1CCC(NC(=O)C2(C)Cc3ccccc3C(=O)N2Cc2ccc(Cl)cc2)CC1 (stereo not given)	6%[59 µM]	-16%	16%	·	12%	3%	41%[activator]	-2%	-3%
COc1ccc(C2C(C#N)=C(N)N(N(C)C)C3=C2C(=O)CC(C)(C)C3)cc1OC (stereo not given)	-26%	-8%	20%	5%	76%[activator]	-26%	1%	2%	-1%
O=C(N/N=C/c1c[nH]c2c1ccc1ccccc12)c1ccc([N+](=O)[O-])cc1	3%	-8%	25%	-4%	105%[activator]	10%	-6%	25%	-7%
COc1ccc(C=O)c(OC)c1	3%[59 µM]	-12%	39%[activator]	-9%	-1%	-13%	-4%	-2%	-7%
O=S(=O)(Nc1ccccc1N1CCCCC1)c1cccs1	·	12%	86%[activator]	i	31%[activator]	17%	-2%	0%	-7%
C=CCn1c(Cc2ccc(OC(C)C)c(Cl)c2)nnc1SCC(N)=O	-1%[12.7 µM]	-7%	31%	3%	-4%	8%	-2%	6%	-6%
Cc1nc(SCc2nc3ccccc3[nH]2)c2oc3ccccc3c2n1	-23%[0.0925 µM]	-12%	45%[activator]	3%	14%	-3%	61%[activator]	7%	-1%
CCOC(=O)c1cn2nc(SCc3ccccc3)nc2nc1C	65%[activator]	44%[activator]	77%[activator]	7%	105%[activator]	18%	-7%	15%	-4%
Cc1nc(CCNS(=O)(=O)c2cccnc2)cs1	5%	3%	46%[activator]	-1%	9%	-5%	4%	-6%	1%
Nn1c(SCC(=O)Nc2ccc3c(c2)OCCO3)nnc1C(F)(F)F	-51%[59 µM]	-10%	4%	0%	2%	-33%	0%	7%	3%
N#Cc1ccccc1OCC(=O)Nc1nnc(C2CC2)s1	24%[59 µM]	1%	?	i	-12%	-4%	6%	1%	·
CC(NC(=O)CN(C)Cc1nc2ccccc2c(=O)[nH]1)c1ccccc1 (stereo not given)	27%[59 µM]	14%	32%	6%	1%	48%[activator]	-8%	5%	3%
COc1ccc(OCC(O)CNS(=O)(=O)c2cccc(Cl)c2)cc1 (stereo not given)	3%	-7%	29%	i	25%	18%	-2%	-2%	-6%
O=C(O)C1C(c2ccccc2)C(C(=O)N2CCOCC2)C1c1ccccc1 (stereo not given)	-9%[59 µM]	8%	33%	i	5%	·	0%	-8%	-2%
CCCN(C(=O)CSc1nnc(-c2ccoc2C)n1N)C1CCS(=O)(=O)C1 (stereo not given)	?	-9%	15%	-2%	24%	6%	-3%	19%	-2%
COC(=O)c1ccc(/C=N/N2C(C)CCCC2C)cc1 (stereo not given)	?	63µM*	-18%	-9%	3%	56µM*	-1%	16%	-2%
Other structures follow:
SMILES	G9a block	JMJD2A Tudor	HP1b binding inh	Tb PGK inh	Pol iota inh	BAZ2B block	Pin1 inh	GLS inh	BLM inh
CCOC(=O)C1=C(C)Nc2nc(SCC)nn2C1c1ccc(OC)cc1 (stereo not given)	25%[12.7 µM]	12%[57.1 µM]	14%	-2%	-1%	4%	0%	4%	-1%
CCOC(=O)c1ccc(NS(=O)(=O)c2ccc3c(c2)NC(=O)CCS3)cc1	-1%	-15%	29%	i	15%	-15%	-5%	-8%	1%
O=C(Nc1ccc(C(=O)O)cc1)Nc1cccc([N+](=O)[O-])c1	-14%[59 µM]	-13%	19%	-14%	-4%	-1%	0%	-1%	-2%
C/C=C(\C)CN1CCC(n2nccc2NC(=O)CCc2ccccc2)CC1	-7%	-17%	26%	6%	8%	-15%	0%	11%	-1%
CCOc1ccc(CCNC(=O)Cn2nc(C)n3c(cc4occc43)c2=O)cc1OCC	5%[59 µM]	-16%	4%	i	-2%	1%	1%	-18%	0%
CCOc1cc(/C=C2\NC(=O)NC2=O)ccc1OC(C)C(=O)O (stereo not given)	14%	-4%	52%[activator]	-3%	31%[activator]	2%	-6%	1%	-1%
CC1=C(C(=O)Nc2ccc(C)cc2C)C(c2cccc([N+](=O)[O-])c2)n2nc(C(=O)OC(C)C)nc2N1 (stereo not given)	-17%[59 µM]	-4%	23%	-3%	26%	-5%	-2%	12%	4%
COc1cccc(/C=N/n2nnc3c(cnn3-c3ccccc3)c2=O)c1	88%[activator][59 µM]	1%	13%	5%	4%	-5%	6%	-1%	0%
COc1ccc(C(=O)SC2=NCCS2)cc1OC	-10%	2%	39%[activator]	-7%	25%	3%	-2%	·	-3%
COc1ccc([C@H]2/C=C\CN(S(C)(=O)=O)[C@@H](C)C(=O)N2Cc2ccc(F)cc2)cc1	·	-24%	37%	i	-9%	·	-7%	-1%	·
CC1CCc2c(sc(N)c2C(N)=O)C1 (stereo not given)	?	?	-21%	-7%	?	-30%	-1%	-6%	-6%
CCOc1ccccc1NC(=O)Nc1ccncc1	·	0%	24%	-5%	-3%	-1%	-7%	4%	-13%
CN1C(=O)CSC1=Nc1cccc(C(=O)O)c1	·	-19%	31%	-14%	-6%	-2%	-6%	-8%	-1%
COc1ccccc1NC(=O)Nc1ccc(-n2ccc(C(F)(F)F)n2)cc1	-24%	-6%	19%	-8%	-12%	-11%	?	-1%	-16%
COc1c(O)cccc1[C@H](O)C1CCN(CCc2ccc(F)cc2)CC1	·	-16%	19%	-6%	-15%	·	?	20%	·
CN(C)CC/C=C1\c2ccccc2COc2ccccc21	-9%[59 µM]	-16%	33%	9%	14%	-27%	19%	-1%&0%	-5%
Cc1ccc(C)c(/C=C2\CCn3c2nc2cc(C(=O)O)ccc2c3=O)c1	-20%	-17%	24%	·	-20%	-31%	4%	6%	-3%
CC(=O)N/C(=C\c1ccccc1)C(=O)OCCCOC(=O)/C(=C/c1ccccc1)NC(C)=O	11%	-14%	28%	i	5%	-2%	3%	0%	-1%
COC(=O)CCC(=O)NC(=S)Nc1sc(C)c(C)c1C(N)=O	8.9µM*	-25%	1%	0%	14%	5%	11%	15%	-3%
COc1ccc(N(CC(=O)N2CCc3ccccc3C2)S(=O)(=O)c2ccc(C)cc2)cc1Cl	?	-20%	5%	-2%	-11%	-6%	9%	1%	-10%
COc1ccc(OCCSc2nnc(-c3cccnc3)n2N)cc1	20%[59 µM]	-1%	31%	10%	12%	2%	-10%	20%	1%
Cc1ccc(C(c2sc3nc(C)nn3c2O)N2CCN(CCO)CC2)cc1 (stereo not given)	15%[12.7 µM]	-2%	23%	1%	11%	2%	-4%	0%	0%
